From PubChem BioAssay
Mcl1-Bid inh = Mcl-1/Bid binding inhibitors, primary screen, biochemical, TR-FRET, 1536-well | TR-FRET Mcl-1/Bid-Dy647 peptide binding | inhibition, % at 21.7 µM | 0.97% of 220,000 active;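 active = compounds that cut the binding signal by more than half at the single screening dose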;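 note: His-tagged Mcl-1 with europium anti-His antibody binding Bid BH3 peptide; 0% = Mcl-1 plus peptide wells and 100% = peptide-only wells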
Target sequence (Q07820 whole entry, looked up): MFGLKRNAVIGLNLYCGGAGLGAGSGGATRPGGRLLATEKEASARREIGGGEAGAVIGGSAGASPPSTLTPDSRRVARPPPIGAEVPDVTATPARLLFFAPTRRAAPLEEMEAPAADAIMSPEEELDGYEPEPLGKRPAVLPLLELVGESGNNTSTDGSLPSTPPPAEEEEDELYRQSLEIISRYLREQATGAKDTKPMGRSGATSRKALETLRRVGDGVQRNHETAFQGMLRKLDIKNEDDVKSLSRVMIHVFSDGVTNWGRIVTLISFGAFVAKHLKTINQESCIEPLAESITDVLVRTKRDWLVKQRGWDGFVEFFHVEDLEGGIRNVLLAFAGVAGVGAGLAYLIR
Rab2A wt mod = modulators of GTP binding to Rab2A wildtype, primary screen, biochemical, dog, bead-based flow cytometry, multiplex; Ras-related protein Rab-2A (Canis lupus familiaris), P61105; GST-Rab2 wt beads, Bodipy-GTP binding; GTP binding activity, % at 10 µM; 0.19% of 190,000 active; AID 760, 2007;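 active = GTP binding activity at least 20 points away from 100%, either lowered or raised; inconclusive = signal likely due to the compound's own green fluorescence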;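 note: 0% = beads with excess unlabeled GTP and 100% = no-compound control corrected for plate trend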
RGS8-Gao reg = RGS8-Galphao binding modulators, primary screen, biochemical, multiplexed bead flow cytometry. actives lie on both sides. response (percent of control binding), % at 10 µM. 0.34% of 220,000 active. AID 1423, 2008; in the data active = response below about 60% or above about 140%; inactive = in between;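 note: Galphao activated as the GDP aluminium fluoride complex binding bead-coupled RGS8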
Cdc42 wt GTP = modulators of GTP binding to wildtype Cdc42, primary screen, biochemical, multiplex bead flow cytometry, Bodipy-GTP. GST-Cdc42 beads; actives lie on both sides. percent activity (GTP binding), % at 10 µM. 0.2% of 190,000 active. AID 761, 2007;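 active = percent activity GTP binding at least 20 points away from the 100% baseline, either down as inhibitor or up as activator; inconclusive = compound flagged as likely green fluorescent from well-wide comparison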;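 note: median bead fluorescence of bound Bodipy-FL-GTP at 100 nM; 0% = excess unlabeled GTP control and 100% = no compound control; below 100% means less GTP binding so inhibitor and above means activator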
Target sequence (P60953 whole entry, looked up): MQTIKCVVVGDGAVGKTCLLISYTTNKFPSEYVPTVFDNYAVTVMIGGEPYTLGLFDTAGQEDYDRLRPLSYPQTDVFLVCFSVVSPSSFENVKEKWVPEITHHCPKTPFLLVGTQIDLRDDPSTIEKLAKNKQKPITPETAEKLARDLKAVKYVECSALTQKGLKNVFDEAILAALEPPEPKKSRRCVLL
Rac1 mut GTP = GTP binding modulators of activated mutant Rac1, primary screen, biochemical, bead-based flow cytometry, multiplex, fluorescent GTP; 0.11% of 190,000 active; Ras-related C3 botulinum toxin substrate 1 (Homo sapiens), P63000; percent activity (GTP binding), % at 10 µM; GST-Rac1 activated beads; actives lie on both sides; 100% means binding = to untreated wells; AID 764, 2007;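 active = GTP binding at least 20 percentage points away from the 100% baseline, in either direction, so actives lie on both sides; inconclusive = Compound likely fluorescent itself, or too few beads counted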
Mcl1 Noxa PPI = Mcl-1/Noxa binding inhibitors, primary screen, biochemical, TR-FRET, 1536-well; Induced myeloid leukemia cell differentiation protein Mcl-1 (Homo sapiens), Q07820; TR-FRET Mcl-1/Noxa peptide binding, 2 h; inhibition, % at 21.7 µM; 1.5% of 220,000 active;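 active = compounds that cut the protein-peptide binding signal by more than 50% relative to plate controls in a single-dose test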;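 note: His-tagged Mcl-1 with rhodamine Noxa BH3 peptide and terbium anti-His antibody; 0% = Mcl-1 plus Noxa peptide wells and 100% = peptide-only wells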
Pf gamet viab = late stage P. falciparum gametocyte viability inhibitors, primary screen, ATP luminescence, HTS. P. falciparum stage V gametocytes, 24 h. 0.065% of 150,000 active. inhibition, % at 10.9 µM;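 active = inhibition above the mean plus 3 SD of compounds within the control limits, set per campaign, cut at about 38% in these data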;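 note: 0% = DMSO wells and 100% = medium only without gametocytes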
Rac1 wt modul = wildtype Rac1 GTP binding modulators, primary screen, biochemical, GST-Rac1 beads, flow cytometry, multiplex | Ras-related C3 botulinum toxin substrate 1 (Homo sapiens), P63000 | fluorescent GTP binding; actives lie on both sides; 0 = cold GTP competed, 100 = untreated | GTP binding activity (% of control), % at 10 µM | 0.27% of 190,000 active;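 active = GTP binding activity at least 20 points away from the 100% control level, either lower or higher; inconclusive = compound flagged as likely green fluorescent, judged across all proteins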
Rab7 wt modul = modulators of GTP binding to Rab7, primary screen, biochemical, wildtype, multiplex bead flow cytometry; 0.055% of 190,000 active; GST-Rab7 beads, fluorescent GTP binding; actives lie on both sides; untreated = 100%, excess cold GTP = 0%; GTP binding activity (percent of control), % at 10 µM;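 active = fluorescent GTP binding to Rab7 beads changed by at least 20 points from the 100% baseline, either direction, mostly lower; inconclusive = compound itself probably fluorescent, or too few beads counted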;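 note: median green fluorescence of bound Bodipy-FL-GTP per Rab7 bead population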
HRas wt GTP bind = modulators of GTP binding to HRas wildtype, primary screen, biochemical, bead-based flow cytometry, multiplex | GTPase HRas (Homo sapiens), P01112 | GST-Ras wt beads, Bodipy-FL-GTP binding; actives lie on both sides | GTP binding activity, % at 10 µM | 0.14% of 190,000 active | AID 759, 2007;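 active = GTP binding activity at least 20% away from the 100% baseline, either lowered as inhibitor or raised as activator; inconclusive = flagged as likely green fluorescent, judged across all proteins in the well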;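 note: 0% = unlabeled GTP competition control and 100% = no-compound control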
Target sequence (P01112 whole entry, looked up): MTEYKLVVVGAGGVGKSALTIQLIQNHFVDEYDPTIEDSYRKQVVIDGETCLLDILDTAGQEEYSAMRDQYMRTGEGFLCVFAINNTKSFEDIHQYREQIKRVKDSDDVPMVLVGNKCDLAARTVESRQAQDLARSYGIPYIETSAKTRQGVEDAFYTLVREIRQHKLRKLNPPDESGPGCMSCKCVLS
Mcl-1 Bim block = inhibitors of Bim peptide binding to Mcl-1, primary screen, biochemical, bead-based flow cytometry, multiplex. Induced myeloid leukemia cell differentiation protein Mcl-1 (Homo sapiens), Q07820. Bim peptide-Mcl-1 binding. inhibition, % at 10 µM. 0.1% of 190,000 active. AID 1009, 2008; in the data active = inhibition above about 40%;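 note: 0% = no compound tracer wells and 100% = peptide blocker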
Starred values were filed as active, the others as inactive; ? = inconclusive; / = not tested or not shown.

SMILES	Mcl1-Bid inh	Rab2A wt mod	RGS8-Gao reg	Cdc42 wt GTP	Rac1 mut GTP	Mcl1 Noxa PPI	Pf gamet viab	Rac1 wt modul	Rab7 wt modul	HRas wt GTP bind	Mcl-1 Bim block
Nc1c(C(=O)O)nnn1Cc1ccccc1	12	103	102	105	101	3	0	107	98	101	0
C[C@@H](CN1C2=NC[C@H](Cc3ccccc3)N2C[C@H]1Cc1ccc(O)cc1)NC(=O)CCC1CCCCC1	-5	97	101	99	98	-3	/	101	102	97	0
Cc1ccc(N/C=C2\CCCCC2=O)nc1	-40	102	97	98	95	8	-8	102	106	98	1
O=C(Nc1cc(Cl)ccc1Cl)C1CC(=O)N(c2ccccc2)C1 (stereo not given)	5	102	100	100	100	29	-6	103	108	101	2
COCCCNC(=O)/C(=C\c1cccn1C)NC(=O)c1cccs1	-38	94	90	98	99	6	9	99	96	95	-5
COc1ccc(/C(N)=N/OC(=O)Oc2ccccc2)cc1	-15	97	103	99	97	15	/	99	96	97	-1
CCOC(=O)c1nccnc1C(=O)Nc1ccc(C(F)(F)F)cc1	-16	98	102	95	94	1	-19	90	104	97	0
CCOc1ccccc1Nc1nc(N)nc(CSc2nncn2C)n1	1	98	98	99	96	11	-26	97	98	99	1
O=C(CO/N=C/c1ccccc1O)N1CCc2ccccc21	-15	97	122	99	97	29	/	99	95	96	-4
c1ccc(C2=NC(c3ccccc3)N=C(c3ccccc3)N2)cc1	-3	100	104	100	101	-8	/	103	101	101	0
CCOC(=O)c1c(/N=C/N(C)C)sc2c1CCC2	-23	102	107	99	103	-4	12	101	100	100	-2
C/C(=N\NC(=S)NCCc1ccccc1)c1cccc(Br)c1	-24	88	101	89	88	2	/	91	96	91	0
N#CC1(C#N)CC(C=O)=C(N)C1(C#N)CC(=O)c1ccc(F)cc1 (stereo not given)	-27	98	93	102	95	10	/	109	100	100	-8
Cc1ccc(OCC(=O)Nc2ccc(F)cc2)cc1	4	97	95	99	97	5	17	97	95	96	0
CC(Oc1ccc(Br)cc1)C(=O)N1CCC(C(N)=O)CC1 (stereo not given)	5	97	98	98	99	-3	-35	102	95	97	-4
CCn1c(CC(=O)Nc2ccc(C)c(Cl)c2)nnc1SCC(=O)Nc1nc(C)cs1	-2	98	102	101	100	-2	4	103	96	101	0
O=C(/C=C/c1ccccc1Cl)NC1CCS(=O)(=O)C1 (stereo not given)	-29	97	98	96	97	-4	21	103	98	98	0
CCOC(=O)C(NC(C)=O)C(O)c1ccc([N+](=O)[O-])cc1 (stereo not given)	-6	96	110	97	94	14	-6	95	96	96	4
c1ccc(OCCCCn2cnc3ccccc32)cc1	17	97	103	98	97	20	/	101	98	97	-4
CC1CC(C)CN(S(=O)(=O)c2ccc(C(=O)Nc3nnc(-c4cccs4)o3)cc2)C1 (stereo not given)	-32	96	102	97	98	-65	-3	100	96	97	1
Cc1onc(-c2ccncc2)c1C(=O)O	2	100	99	101	100	-8	/	105	101	99	0
COc1cc(/C=N/NC(=O)Nc2cccc3nsnc23)cc(OC)c1OC	13	59*	104	56*	75*	-4	/	76*	80	58*	5
Cc1cccc(OCc2nnc(SCC(=O)NCCc3ccccc3)o2)c1	-30	105	100	105	104	0	-32	110	104	105	6
O=C(Oc1ccc(N2C(=O)CCC2=O)cc1)c1ccccc1Cl	-36	96	102	98	99	-1	/	103	101	99	0
c1ccc(CCCNc2ncnc3nc[nH]c23)cc1	-13	101	98	103	98	4	/	106	100	100	-3

Continued, starting with the last 6 of the part before.
SMILES	Mcl1-Bid inh	Rab2A wt mod	RGS8-Gao reg	Cdc42 wt GTP	Rac1 mut GTP	Mcl1 Noxa PPI	Pf gamet viab	Rac1 wt modul	Rab7 wt modul	HRas wt GTP bind	Mcl-1 Bim block
CC1CC(C)CN(S(=O)(=O)c2ccc(C(=O)Nc3nnc(-c4cccs4)o3)cc2)C1 (stereo not given)	-32	96	102	97	98	-65	-3	100	96	97	1
Cc1onc(-c2ccncc2)c1C(=O)O	2	100	99	101	100	-8	/	105	101	99	0
COc1cc(/C=N/NC(=O)Nc2cccc3nsnc23)cc(OC)c1OC	13	59*	104	56*	75*	-4	/	76*	80	58*	5
Cc1cccc(OCc2nnc(SCC(=O)NCCc3ccccc3)o2)c1	-30	105	100	105	104	0	-32	110	104	105	6
O=C(Oc1ccc(N2C(=O)CCC2=O)cc1)c1ccccc1Cl	-36	96	102	98	99	-1	/	103	101	99	0
c1ccc(CCCNc2ncnc3nc[nH]c23)cc1	-13	101	98	103	98	4	/	106	100	100	-3
CN1C(=O)/C(=C/c2ccc(O)c([N+](=O)[O-])c2)NC1=S	-8	98	101	100	96	37	12	100	105	97	1
CN1CCN(C(=O)C2CCN(S(=O)(=O)c3ccc4c(c3)oc(=O)n4C)CC2)CC1	-11	105	104	105	99	8	/	108	103	100	0
CC1CCCCC1NC(=O)C1CCN(S(=O)(=O)N2CCCCCC2)CC1 (stereo not given)	-15	104	103	102	96	14	/	98	103	102	-1
O=C(CCn1c(=O)[nH]c2ccsc2c1=O)N1CCN(c2cccc(Cl)c2)CC1	-27	103	102	102	98	10	/	101	99	103	-3
O=C(Nc1ncc(Br)s1)C1CCCN1S(=O)(=O)c1cccc2cccnc12 (stereo not given)	7	97	104	99	95	5	/	101	100	97	-4
CNC(=O)c1ccc(-c2ccc(OC)cc2)s1	5	94	97	96	97	14	-16	103	96	96	8
CCc1ccc(/C=C\C(=O)N2CCc3ccccc3C2)cc1	-16	92	98	92	94	-1	-13	94	92	96	-2
O=C1c2ccccc2CCCC12N=NCC2c1cccc2ccccc12 (stereo not given)	1	102	101	103	100	-11	/	101	96	101	0
COc1ccc(CCNC(=O)CSC(=O)c2ccccc2)cc1OC	-18	98	96	94	95	24	11	100	109	101	-5
CC(=O)c1c(C)[nH]c(C(=O)NCc2cccc(Cl)c2)c1C	-7	92	91	93	93	1	15	90	94	94	0
COc1cccc(-c2csc(N3CCN(C(=O)C4CCCCC4)CC3)n2)c1	-18	98	106	96	99	-3	/	96	97	97	0
O=C(COC(=O)c1ccccn1)NCCCc1ccccc1	-7	101	100	102	101	1	/	108	97	101	-5
CCC(=O)Nc1ccc(C(=O)N/N=C/c2cc(Br)c(OC)cc2OC)cc1	-29	?	104	?	?	10	/	?	?	?	1
COc1ccc(C(=O)OCC(=O)c2c(N)n(C)c(=O)n(C)c2=O)cc1OC	-33	?	100	?	?	-1	/	?	?	?	5
CCn1c(SCC(=O)N2CCc3ccccc3C2)nc2sc(C)c(C)c2c1=O	-40	95	100	101	94	3	-25	100	99	98	-1
O=C(CN1CCc2ccccc2C1)NCc1ccco1	-33	104	99	102	102	-2	14	108	105	102	3
CCC1CCCCN1C(=O)CSc1nnc(-c2ccc3c(c2)OCCO3)o1 (stereo not given)	-14	101	100	102	99	3	-12	104	99	100	-3
N#Cc1cc([N+](=O)[O-])ccc1NC(=O)COC(=O)CCC1CCCCC1	7	91	100	82	84	5	/	81	101	86	-3
COc1cccc(NC(=O)Nc2ccccc2C(N)=O)c1	0	93	101	94	93	2	8	95	95	95	0
CCOCCCNC(=O)C(c1ccc(C)cc1)N1CCOCC1 (stereo not given)	-23	103	101	106	100	12	/	107	105	105	4
COC(=O)c1ccc(CSc2nnc(NC(C)C)s2)o1	-11	95	103	94	93	-5	-16	92	93	92	-23
CCOP(=O)(CC(C(C)=O)C(O)c1ccccc1)OCC (stereo not given)	-10	101	93	103	97	11	5	102	95	97	0
O=C(c1cccc(S(=O)(=O)N2CCOCC2)c1)N(Cc1ccc(F)cc1)Cc1ccco1	-13	98	101	100	96	13	-13	100	104	96	0
COc1ccc(C)cc1S(=O)(=O)N1CCN(S(=O)(=O)c2cc(C)ccc2OC)CC1	-6	102	97	106	100	-12	/	108	103	103	-10
Cc1ccccc1C(=O)NC1CCN(Cc2ccccc2)CC1	-65	99	104	98	96	1	-7	100	101	98	-2
COc1ccc(-c2[nH]ncc2CN2CCN(C(=O)c3ccco3)CC2)cc1F	-50	96	95	96	96	-4	-38	100	101	96	0
S=c1[nH]nc(-c2ccco2)n1/N=C/C=C/c1ccco1	-39	93	95	89	93	42	-11	95	92	93	-1

An excerpt from above in order of formula weight, highest first.
SMILES	Mcl1-Bid inh	Rab2A wt mod	RGS8-Gao reg	Cdc42 wt GTP	Rac1 mut GTP	Mcl1 Noxa PPI	Pf gamet viab	Rac1 wt modul	Rab7 wt modul	HRas wt GTP bind	Mcl-1 Bim block
COc1ccc(C)cc1S(=O)(=O)N1CCN(S(=O)(=O)c2cc(C)ccc2OC)CC1	-6	102	97	106	100	-12	/	108	103	103	-10
CC1CC(C)CN(S(=O)(=O)c2ccc(C(=O)Nc3nnc(-c4cccs4)o3)cc2)C1 (stereo not given)	-32	96	102	97	98	-65	-3	100	96	97	1
CCOc1ccccc1Nc1nc(N)nc(CSc2nncn2C)n1	1	98	98	99	96	11	-26	97	98	99	1
c1ccc(CCCNc2ncnc3nc[nH]c23)cc1	-13	101	98	103	98	4	/	106	100	100	-3
Nc1c(C(=O)O)nnn1Cc1ccccc1	12	103	102	105	101	3	0	107	98	101	0
